Screening results as filed in PubChem.
MgcRacGAP inhibition: MgcRacGAP GTPase-activating activity inhibitors, confirmation, biochemical, ADP Hunter fluorescence; Rac GTPase-activating protein 1 (Homo sapiens); inhibition, % at 30 µM, or IC50 in µM where a hit was titrated; MgcRacGAP-stimulated Rac1 GTP hydrolysis, ADP Hunter fluorescence; higher % means a stronger effect; GST-tagged Rac1 F28L mutant substrate; hit rate 0.6% among 340,000;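 active means first-screen hits whose inhibition reached a set limit at any dose in the follow-up dose series; inconclusive means inhibition above the set first-screen limit but never retested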;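 further: fluorescence reports GDP produced by GAP-driven GTP hydrolysis; strong numbers were not always called active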
AID2073: inhibitors of Mint1-CaV2.2 protein interaction, biochemical, HTRF (AID 2073) | HTRF protein-protein interaction, Mint1-CaV2.2; higher % means a stronger effect | inhibition, % at 20 µM, or IC50 in µM where a hit was titrated | hit rate 0.19% among 290,000 | Voltage-dependent N-type calcium channel subunit alpha-1B (Homo sapiens); in the data active means inhibition mostly above about 51%, no sharp cut-off; inconclusive means no clear call, values can overlap the other calls; inactive means mostly below about 53%; further: some results filed as inactive read as strong as hits
Siah-1 displacement: Siah-1 peptide-binding antagonists, primary screen, biochemical, fluorescence polarization, rhodamine-plectin, uHTS (AID 1817). E3 ubiquitin-protein ligase SIAH1 (Homo sapiens). Siah-1 / rhodamine-plectin peptide fluorescence polarization; higher % means a stronger effect. displacement, % at 20 µM; hits with a dose series show IC50 in µM. hit rate 0.02% among 290,000;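 active means displacement of at least 50% at 20 µM, with a fluorescence ratio check between 0.3 and a set limit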;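 further: plate controls were Siah plus tracer with DMSO for no effect and tracer alone without Siah for full effect; strong numbers were not always called active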
NTR1 agonist: agonists of NTR1, primary screen, imaging, U2OS cells, beta-arrestin-GFP, high content (AID 493036) | Neurotensin receptor type 1 (Homo sapiens), P30989 | NTR1-U2OS beta-arrestin-GFP spot imaging, agonist mode | activation, % at 20 µM | hit rate 0.17% among 330,000;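 active means activation at or above 40% of the spot to cytoplasm intensity ratio, with at least 20 cells analyzed; inconclusive means wells under 20 cells, flagged as cytotoxic or low count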;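 further: 0% = DMSO without peptide and 100% = 100 nM NTR1 peptide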
Target sequence (P30989 whole entry, looked up): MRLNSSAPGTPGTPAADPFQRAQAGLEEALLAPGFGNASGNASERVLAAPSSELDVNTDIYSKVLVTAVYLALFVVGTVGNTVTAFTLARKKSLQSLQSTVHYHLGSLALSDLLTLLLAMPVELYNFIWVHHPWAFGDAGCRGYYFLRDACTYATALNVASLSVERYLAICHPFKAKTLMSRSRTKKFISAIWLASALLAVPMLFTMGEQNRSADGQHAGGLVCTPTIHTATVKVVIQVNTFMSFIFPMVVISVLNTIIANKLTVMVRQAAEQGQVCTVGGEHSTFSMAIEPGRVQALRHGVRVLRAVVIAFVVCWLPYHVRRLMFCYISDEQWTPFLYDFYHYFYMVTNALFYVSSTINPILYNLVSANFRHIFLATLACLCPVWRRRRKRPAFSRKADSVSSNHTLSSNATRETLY
K1F lysis inhibition: inhibition of K1F phage lysis, E. coli UTI89, bacterial capsule biogenesis inhibitors, alamar blue (AID 488966); hit rate 0.02% among 340,000; E. coli UTI89 K1F phage lysis, alamar blue, 2 h; higher % means a stronger effect; one-dose inhibition, % at 100 µM; IC50 in µM for titrated hits;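 active means phage lysis inhibition, versus mean bacterial control, above a set limit; inconclusive means no clear call, values can overlap the other calls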;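 further: capsule biogenesis inhibitors block K1F phage lysis so surviving cells raise fluorescence; higher fluorescence means more inhibition of phage lysis; actives were called in the ten point dose series up to 300 µM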
West Nile antiviral: West Nile virus antiviral activity, cell-based, CPE readout (AID 1621) | CPE inhibition, % at 10 µM, or IC50 in µM where a hit was titrated | West Nile virus-infected cells, CPE inhibition; higher % means a stronger effect | hit rate 0.02% among 290,000; in the data active means a potency from the dose series; inconclusive means CPE inhibition mostly from about 3.7% at the one dose, without a potency; inactive means the rest, 99 in 100 with CPE inhibition below about 2.2%; further: strong numbers were not always called active
SV40 large T antigen: SV40 large T antigen inhibitors, biochemical (AID 1903) | hit rate 0.39% among 310,000 | SV40 large T antigen ATPase/helicase inhibition assay; higher % means a stronger effect | inhibition, % at 20 µM, or IC50 in µM where a hit was titrated; in the data active means a potency from the dose series; inconclusive means inhibition mostly from about 32% at the one dose, without a potency; inactive means the rest, 99 in 100 with inhibition below about 32%; further: strong numbers were not always called active
Dengue-2 NS5 capping: Dengue-2 NS5 methyltransferase inhibitors, primary screen, biochemical, confirmation dose response (AID 588689); hit rate 0.3% among 340,000; Genome polyprotein (Dengue virus type 2 (strain 16681-PDK53)); Dengue-2 NS5 methyltransferase capping enzyme assay, biochemical; higher % means a stronger effect; inhibition, % at 25 µM, or IC50 in µM where a hit was titrated; in the data active means a potency from the dose series; inconclusive means inhibition above about 29% without an active follow-up result
RSV antiviral HEp-2: RSV antiviral activity via CPE protection, HEp-2 cells, primary 10 µM value included (AID 2391) | HEp-2 cells, RSV-induced CPE inhibition; higher % means a stronger effect | CPE inhibition, % at 10 µM; hits with a dose series show IC50 in µM | hit rate 0.13% among 310,000; in the data active means a potency from the dose series; inconclusive means CPE inhibition mostly from about 23% at the one dose, without a potency; inactive means the rest, 99 in 100 with CPE inhibition below about 21%; further: strong numbers were not always called active
NTR1 agonist cell count 20 µM: second read-out of NTR1 agonist, no call of its own (marks repeat the call); cell count; measured here: cell count, cytotoxicity flag
Dengue-2 NS5 capping pilot replicate: also measured in Dengue-2 NS5 capping; calls as there; inhibition, %; measured here: pilot screen replicate inhibition
Active calls of the source: *; ? = inconclusive; · = no result given; [ ] = dose if it differs, or a comment.

SMILES | MgcRacGAP inhibition | AID2073 | Siah-1 displacement | NTR1 agonist | NTR1 agonist cell count 20 µM | K1F lysis inhibition | West Nile antiviral | SV40 large T antigen | Dengue-2 NS5 capping | RSV antiviral HEp-2 | others
CCOc1ccc(NC(=S)N2CCN(S(C)(=O)=O)CC2)cc1 | 5% | -8% | 5% | -0.3 | 64 | 1.6%[50 µM] | 0.0% | 17% | -1% | 2.4%
Cc1c(NS(=O)(=O)c2cccc(C(=O)NCc3ccccc3)c2)c(=O)n(-c2ccccc2)n1C | 2% | 3% | -1% | -1.6 | 72 | 0.5% | · | 3% | -2% | 1.0%
COc1cccc(OC)c1C(=O)Nc1nnc(-c2ccc(F)cc2)s1 | 7% | 16% | -4% | 0.3 | 51 | 1.4% | -0.9% | 0% | 2% | 1.8%
CC(=O)Oc1ccc(C(=O)Nc2ccccc2C(=O)N2CCCCC2)cc1 | 1% | 8% | 2% | -0.7 | 48 | 0.4% | 0.1% | 45% | -3% | -1.0%
COc1ccc(C(C(=O)NCc2ccccc2)N(C(=O)c2snc(C(N)=O)c2N)c2ccccc2OC)cc1 (stereo not drawn) | 1% | 26% | 9% | 1.3 | 58 | -0.1% | -0.6% | 8% | -9% | 10%
CC(=O)NCC(=O)NC1CCCc2c1cnn2-c1ccccc1F (stereo not drawn) | 9% | 13% | -2% | -0.9 | 70 | 0.3% | -0.5% | 3% | -4% | 1.3% | Dengue-2 NS5 capping pilot replicate=-3.3
CCCCNC(=O)C1CCN(c2nc(OC)nc(OC)n2)CC1 | 4% | 3% | 1% | -1.6 | 81 | -0.1% | -0.4% | -11% | -9% | 2.8%
Cc1ccc(C(=O)NCC(=O)NCCSc2ccc(Br)cc2)cc1 | 9% | · | · | -0.3 | 61 | 0.4%[50 µM] | · | 11% | 1% | -1.6%
CC(NC(=O)COc1cccc(Br)c1)C(=O)O (stereo not drawn) | 3% | -9% | 5% | 0.7 | 51 | 0.1% | · | 2% | 1% | 1.9%
CN1CCN(c2ccc([N+](=O)[O-])cc2/C=N/NC(=O)c2cccc([N+](=O)[O-])c2)CC1 | · | -6% | -8% | 2.6 | 41 | · | ? | 6% | · | 1.9%
Cc1cc(C(=O)N2CCN(S(=O)(=O)c3ccccc3C#N)CC2)c(C)o1 | -1% | · | · | -1.0 | 62 | 0.8%[50 µM] | · | · | -3% | 2.1%
COc1ccccc1Nc1nc(N)nc(CN2CCCCC2)n1 | 4% | -10% | -3% | 2.3 | 65 | 0.3% | 0.7% | 1% | -8% | 0.2%
O=C(O)c1cc(Cl)c(Cl)cc1C(=O)N1CCOCC1 | 1% | -1% | -1% | 1.6 | 54 | 0.4% | 0.2% | 23% | 2% | -0.2%
COc1ccc(CCNC(=O)COc2ccc(-c3ccc(C#N)cc3)cc2)cc1 | 11% | 14% | 5% | -1.0 | 54 | 0.2% | -0.6% | 20% | 0% | 0.0%
Cc1nc(C(=O)N(C)C)nn1-c1cc(Cl)ccc1Cl | 9% | 7% | 2% | 1.6 | 81 | 0.3% | 0.0% | -5% | -5% | 1.4%
COc1ccc(OC)c(C2NC(=O)CCC2[N+](=O)[O-])c1 (stereo not drawn) | 4% | 7% | -2% | 0.1 | 81 | 0.1% | 0.0% | 23% | 1% | -0.4%
Cn1c(SCC(=O)NC2CCCCC2)nnc1-c1cccnc1 | 0% | -3% | -1% | 2.6 | 45 | 0.4% | -0.4% | 5% | -4% | -0.2%
O=C(COC(=O)C1CC2CCCC(C1)C2=O)Nc1ccccc1 (stereo not drawn) | 4% | · | · | -1.8 | 57 | 0.6%[50 µM] | · | · | -6% | 1.6%
COc1ccccc1N1CCN(CC(=O)Nc2cccc(F)c2)CC1 | 4% | 13% | 3% | -0.6 | 67 | 0.2% | -0.2% | -2% | · | 1.4%
O=C(NCCN1CCOCC1)c1ccc(Cl)cc1O | 3% | 4% | 7% | -0.9 | 55 | 0.4% | 0.5% | 4% | -8% | 1.8%
Cc1cc[n+](C(C)C(=O)c2ccc(Cl)cc2)cc1 (stereo not drawn) | -1% | 1% | 14% | 2.2 | 76 | -0.1% | -0.1% | 20% | -12% | 0.4%
CC(C)NC(=O)c1cc2cc(Br)ccc2oc1=O | 4% | 1% | -2% | 0.2 | 53 | 0.5% | -0.2% | 11% | -2% | 2.1%
CC(C)C[C@H](NC(=O)N1CCn2c1nc1ccccc12)C(=O)NCc1ccc2c(c1)OCO2 | 8% | -3% | -2% | 1.8 | 65 | 0.4% | -0.1% | 9% | -8% | 7.8%
O=C(CSc1nnc(Cn2nnc(-c3ccccc3)n2)n1-c1ccccc1)Nc1ccc(F)cc1 | 4% | -4% | -7% | 4.3 | 51 | 0.2% | 0.2% | 5% | -1% | 1.1%
Nc1ccc(N2CCN(c3ccc(F)cc3)CC2)cc1 | 18µM* | 17% | -1% | 1.6 | 55 | 2.8% | -0.6% | 20% | 0% | -1.9%
CCCC(=O)Nc1sc2c(c1C(=O)OC)C(C(=O)OC)CC2 (stereo not drawn) | 5% | -5% | -2% | 0.4 | 62 | 0.3% | -0.2% | 9% | -6% | 41%
Cc1c(C(=O)Nc2cc(F)cc(F)c2)cnn1-c1ccccc1 | 7% | -4% | 1% | 6.3 | 57 | 0.3% | -1.4% | 7% | -10% | ?
COc1ccc2o/c(=N/NC(=S)Nc3ccccc3)c(C(N)=O)cc2c1 | · | 10% | 3% | · | · | · | -0.6% | 4% | · | ·
O=C(Nc1ccc(F)cc1)/C(=C1/CCCCCN1)[N+](=O)[O-] | 14% | -8% | 14% | -0.4 | 72 | 0.3% | 0.1% | 13% | 7% | 1.8%
Cc1nc(Nc2cccc(C(F)(F)F)c2)nc2c1C(=O)CC(C)C2 (stereo not drawn) | 5% | 12% | 2% | -1.6 | 60 | 0.6% | 0.1% | · | -3% | 5.0%
COCCCNC(=O)Nc1ccc(Br)cc1Cl | 3% | -5% | -1% | -1.4 | 75 | 1.1% | -0.9% | 0% | 1% | 1.1%
COc1ccc(C2=NN(Cc3ccccc3)C3C(=O)NC(=O)C23)cc1 (stereo not drawn) | 1% | 1% | -3% | 0.8 | 55 | 0.3% | 0.8% | 5% | -4% | 2.8%
Nc1ccc(C(=O)Nc2ccc(Nc3ccncc3)cc2)cc1 | 5% | 24% | -2% | -2.8 | 79 | -0.1% | -0.5% | 7% | -5% | 0.7%
CN1CCN(NC(=S)NC2CCCC2)CC1 | 11% | 4% | 0% | -0.1 | 73 | 0.3% | 0.8% | 28% | 3% | 1.0%
CCCC(C)c1nnc(NC(=O)c2cc(C(=O)OC)cc([N+](=O)[O-])c2)s1 (stereo not drawn) | 21% | -33% | 0% | -0.3 | 47 | -2.1% | -0.2% | 20% | 20% | 3.4%
Cc1ccc(CCNC(=O)CN(c2ccc(C)cc2)S(=O)(=O)c2c(C)noc2C)cc1 | 10% | 8% | 0% | 0.3 | 72 | 0.9% | 1.1% | 10% | -7% | 2.0%
CCCCN(C(=O)c1ccc2c(c1)S(=O)(=O)N=C1CCCCCN12)c1c(N)n(CCCC)c(=O)[nH]c1=O | 0% | · | · | 0.6 | 56 | 0.8%[50 µM] | · | 12% | -3% | -0.6%
NC(=O)N/N=C/c1sc(=O)n(-c2ccccc2)c1Cl | 12% | -9% | 3% | -0.8 | 48 | ? | 0.7% | 5% | -44% | ·
CC(=O)c1ccc(NC(=O)C(C)Sc2nnnn2C)cc1 (stereo not drawn) | -1% | 0% | -2% | 0.8 | 80 | 3.7% | 0.1% | 2% | 0% | 1.3%
CC(C)OCCCNC(=O)C1CCN(S(=O)(=O)N2CCCCC2)CC1 | 4% | 12% | -3% | 1.6 | 49 | 4.8% | 0.3% | 3% | -4% | 0.2%
COc1ccc(-n2c(Cc3cccn3C)nnc2SCC(=O)Nc2ccccc2)cc1 | 9% | -3% | 5% | 3.4 | 50 | 4.1% | -0.4% | -1% | 3% | -0.4%
O=C(c1ccc(C(F)(F)F)cc1)N1CCN(S(=O)(=O)c2ccc3c(c2)OCCCO3)CC1 | 3% | -5% | 0% | 0.0 | 58 | -0.6%[50 µM] | -0.3% | 3% | -5% | 11%
COc1ccc(S(=O)(=O)N2CCC(C(=O)Oc3c(OC)cccc3OC)CC2)cc1OC | 2% | 13% | 0% | -0.8 | 51 | 0.2% | -0.7% | -14% | -4% | 1.5%
O=C(COC(=O)c1c2c(nc3ccccc13)/C(=C\c1cccs1)CCC2)Nc1ccccc1 | 6% | 28% | 0% | 6.9 | 55 | 2.8%[50 µM] | -1.3% | -13% | 1% | 13%
C=CCC1c2cccc(C(=O)O)c2C(=O)N1c1ccc(Cl)cc1 (stereo not drawn) | 9% | 3% | 0% | 0.3 | 51 | 0.0% | 0.0% | 7% | 7% | 3.4%
O=S(=O)(c1cccc(Cl)c1)N1CN(CC2CCCO2)c2nc3ccccc3nc21 (stereo not drawn) | 6% | 2% | -9% | -1.1 | 58 | -0.1% | 0.5% | -1% | 19% | 9.6%
Cc1ccc(NC(=O)CN2CCN(c3ccccn3)CC2)c(Cl)c1 | 14% | 12% | 0% | 0.9 | 57 | 0.7% | -0.2% | 12% | -4% | 1.4%
C=Cc1ccc(CN2CCCN(Cc3ccc(F)cc3)S2(=O)=O)cc1 | 11% | 10% | 14% | 0.8 | 51 | -0.1% | -0.5% | 3% | -5% | 0.8%
COc1ccc(OC)c(-n2c(O)cnc2Nc2nc(C)cc(C)n2)c1 | 12% | 12% | 2% | -0.7 | 52 | 1.5% | 0.2% | 1% | 2% | 0.5%
COc1cc(/C=C(\C#N)c2ccccn2)cc(OC)c1O | ? | 6% | -2% | 0.4 | 61 | -0.1% | 0.1% | 14µM* | -57% | -0.1%
CCC(=NCc1ccccc1)c1c(C(F)(F)F)[nH]n(-c2nc3ccccc3s2)c1=O | 8% | 1% | 1% | 7.9 | 73 | 0.7% | 1.3% | -2% | 3% | 1.0% | Dengue-2 NS5 capping pilot replicate=-4.2
